# SIAE primary = human SIAE inhibition, primary screen. SIAE FP-Rh probe binding, fluorescence polarization. inhibition, % at 9.66 µM. actives 0.69% (n = 370,000);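 active = inhibition above a cutoff: mean of compounds within the control limits plus 3 SD of those, cut at about 17% in these data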;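 note: 0% = plate median of compound wells and 100% = probe without SIAE protein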
# NPR2 activator = GC-B (human) receptor activation; HEK293-GC-B cells, CNP EC30, cGMP TR-FRET; 0% at EC30 CNP, 100% saturating CNP; activation, % at 10 µM; actives 0.11% (n = 370,000); AID 1920062;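 active = activation at 10 µM reaching about 35% in either raw or pattern-adjusted values, limit read from the data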
# PRMT1 inh = inhibitors of human PRMT1. Q99873. recombinant PRMT1, activity-based probe fluorescence polarization. actives 1.3% (n = 370,000). inhibition, % at 2.79 µM;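 active = inhibition above about 21% made by adding two undisclosed values, limit read from the data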
# UHRF1 MBD2 ctr = UHRF1 methyl-DNA binding inhibition | Q96T88 | AID 687016 | UHRF1 binding to methylated oligo, TR-FRET | inhibition, % at 4.4 µM | actives 0.75% (n = 370,000); in the data active = inhibition above about 21%;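 note: UHRF1 SRA domain binding a hemimethylated CpG hairpin DNA probe; 0% = median of test compound wells and 100% = reference inhibitor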
# HTRA1 inhibitor = inhibitors of human serine peptidase HTRA1. inhibition, % at 5.96 µM. Q92743. actives 0.5% (n = 340,000). AID 504803. recombinant HTRA1, FP-rhodamine activity-based probe, fluorescence polarization; in the data active = inhibition above about 36%;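 note: 0% = enzyme with DMSO and 100% = wells lacking enzyme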
# ABHD4 inh = ABHD4 (mouse) inhibition, primary FP screen; Q8VD66; purified mABHD4, FP-Rh probe fluorescence polarization; inhibition, % at 8.92 µM; actives 0.54% (n = 370,000);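 active = inhibition exceeding the mean over every tested compound plus 3 SD, cut at about 30% in these data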;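 note: 0% = plate median of compound wells and 100% = S159A mutant with DMSO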
#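 Assay system: Wild-type mouse ABHD4 protein | Medium: HEPES pH 7.0 buffer, 150 mM NaCl, 0.01% Pluronic F-127 | Incubation: Enzyme–compound pre-incubation 45 min, then probe 60 min, both 25 °C | Technique: Fluorescence polarization with parallel and perpendicular emission, 525/598 nm | Evaluation: % inhibition of FP-Rh probe binding versus controls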
# MBD2 inh = MBD2-methylated oligo binding inhibition; Q9UBB5; TR-FRET, MBD2 binding to methylated oligonucleotide; inhibition, % at 4.4 µM; actives 0.31% (n = 370,000); AID 686964; in the data active = inhibition above about 13%
# rCAG RNA binder = binds r(CAG) RNA repeats; r(CAG) RNA repeat, TO-PRO-1 dye displacement fluorescence; inhibition, % at 3 µM; actives 1.3% (n = 370,000);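 active = inhibition above the plate cutoff, the mean of all test compounds on that plate plus 3 SD, cut at about 35% in these data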;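 note: 0% = DMSO alone and 100% = 100 µM mitoxantrone as full dye displacement; higher means more dye released from RNA so lower well fluorescence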
# TCR CD3 inh = inhibitors of human TCR-CD3 interaction | inhibition, % at 9.4 µM | actives 0.37% (n = 360,000) | TAMRA-labeled TCR probe fluorescence, biochemical; in the data active = inhibition above about 19%;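 note: recombinant mutant TCR 2C K166C tagged with TAMRA read by polarization; 0% = receptor in buffer alone and 100% = receptor with positive control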
# NPR1 activator = GC-A (human) enzyme activation; P16066; HEK293 GC-A cells, cGMP TR-FRET, EC30 ANP; 0% at EC30 ANP, 100% saturating ANP; activation, % at 10 µM; actives 0.14% (n = 370,000); AID 1671463; in the data active = activation above about 40%
# Target sequence (P16066 whole entry, looked up): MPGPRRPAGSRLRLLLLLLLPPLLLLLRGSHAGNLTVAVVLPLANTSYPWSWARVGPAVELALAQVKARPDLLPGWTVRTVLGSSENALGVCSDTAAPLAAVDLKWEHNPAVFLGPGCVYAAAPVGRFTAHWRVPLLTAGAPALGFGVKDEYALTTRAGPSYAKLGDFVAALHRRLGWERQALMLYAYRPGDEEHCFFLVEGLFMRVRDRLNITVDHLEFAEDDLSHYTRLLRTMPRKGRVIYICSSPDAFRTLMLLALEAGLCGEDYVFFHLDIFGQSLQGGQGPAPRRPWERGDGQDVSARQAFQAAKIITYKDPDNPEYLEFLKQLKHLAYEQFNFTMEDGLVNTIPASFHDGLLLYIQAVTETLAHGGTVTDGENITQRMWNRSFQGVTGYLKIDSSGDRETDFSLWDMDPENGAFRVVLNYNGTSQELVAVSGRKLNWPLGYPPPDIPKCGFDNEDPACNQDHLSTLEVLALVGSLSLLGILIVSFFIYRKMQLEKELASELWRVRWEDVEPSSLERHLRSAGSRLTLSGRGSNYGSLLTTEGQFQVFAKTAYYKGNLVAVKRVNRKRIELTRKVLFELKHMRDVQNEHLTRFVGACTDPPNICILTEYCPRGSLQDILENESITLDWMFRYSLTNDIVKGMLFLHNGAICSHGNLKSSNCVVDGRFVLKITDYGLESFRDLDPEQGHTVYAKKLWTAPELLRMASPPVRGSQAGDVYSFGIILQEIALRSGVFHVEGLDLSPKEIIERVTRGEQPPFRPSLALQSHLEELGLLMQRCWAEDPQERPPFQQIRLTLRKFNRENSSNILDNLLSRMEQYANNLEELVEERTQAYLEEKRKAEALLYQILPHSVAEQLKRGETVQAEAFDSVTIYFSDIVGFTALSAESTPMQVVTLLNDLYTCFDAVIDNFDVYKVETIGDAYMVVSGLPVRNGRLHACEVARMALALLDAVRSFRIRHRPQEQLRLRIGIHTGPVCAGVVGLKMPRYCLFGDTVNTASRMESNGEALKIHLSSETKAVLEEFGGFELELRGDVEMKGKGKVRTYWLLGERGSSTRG
# The depositor's hits bear a star; · = no result given. Some of the compounds tested; count on the stated rates, not on these rows.
SMILES,SIAE primary,NPR2 activator,PRMT1 inh,UHRF1 MBD2 ctr,HTRA1 inhibitor,ABHD4 inh,MBD2 inh,rCAG RNA binder,TCR CD3 inh,NPR1 activator
COc1cccc2cc(C(=O)NCCN3CCOCC3)oc12,-1.3,0.4,8.2,2.9,0.1,3.8,5.2,-4.0,-6.2,1.4
CC(C)(C)c1ccc(CC(=O)N2CCC2(C)C(=O)NCc2cccs2)cc1 (centres undefined),-6.3,-4.6,-3.6,0.4,·,0.1,-0.1,-0.8,1.1,2.3
Fc1ccc(C(c2nnnn2Cc2cccs2)N2CCN(C3CCCC3)CC2)cc1 (centres undefined),-5.2,-0.4,2.5,3.8,1.6,7.8,-5.6,-8.8,0.4,-7.1
C=CCc1cccc2cc(C(=O)NCc3cccnc3)c(=O)oc12,3.1,-1.7,7.2,-3.0,0.7,4.5,-3.3,-3.9,-2.4,-3.0
COc1ccccc1C(OC(=O)c1ccco1)C(=O)NCc1ccc(F)cc1 (centres undefined),-3.0,-9.3,8.3,4.6,-4.0,-10.1,8.2,-3.1,-2.9,-6.2
CCC(CNc1cc(OC)cc2cccnc12)NC1CCCCC1 (centres undefined),47.7*,-6.7,32.2*,9.1,20.9,88.8*,-15.5,2.9,126.1*,-7.5
COc1cc(-c2cnc3c(NC(C)=O)cc(-c4ccccc4CN(C)C)cn23)cc(OC)c1OC,-4.8,4.0,0.7,2.3,·,1.7,1.7,0.1,0.3,2.8
C/C(=N/NC(=O)c1cc(C2CC2)[nH]n1)c1cccs1,1.1,3.5,-0.2,2.1,3.8,2.1,-2.4,-1.3,2.3,-0.3
Cc1ccc(Cl)c(NC(=O)COC(=O)CNS(=O)(=O)/C=C/c2ccccc2)c1Cl,-8.1,-1.6,-1.4,4.0,-5.7,-30.1,-4.2,7.5,-6.0,-4.1
COC(=O)[C@@]12CCCCN1[C@H](c1ccc(-c3ccc(F)cc3)cc1)[C@@H]1C(=O)N(C)C(=O)[C@@H]12,-8.0,1.9,-0.5,0.8,-4.7,-6.6,-1.4,0.2,7.1,0.1
Cn1nc(C(F)(F)F)c(-c2ccc(Br)cc2)c1NC(=O)C1CCC1C(=O)O (centres undefined),3.8,-0.3,-0.8,-2.6,·,-5.5,3.7,2.7,6.0,-2.8
COc1ccc(CSc2nnc(CNS(C)(=O)=O)o2)cc1,-6.6,2.0,-1.1,2.1,2.7,-1.9,1.7,-2.6,0.3,6.1
COc1ccccc1OCCNC(=O)c1cc(F)c(F)cc1Cl,-0.8,7.6,2.9,2.4,-1.5,-10.9,11.1,3.9,3.4,-1.1
Cc1ccc2c(c1)N(CCC(=O)NCC1CCCO1)C(=O)CO2 (centres undefined),-1.7,0.8,2.6,3.0,4.2,8.7,2.5,-4.3,-5.1,4.3
CC1C(=O)CCN(C(C)(C)C)C1C (centres undefined),7.5,-5.0,2.1,3.7,6.0,-4.5,-3.9,2.8,-8.3,3.6
CCOC(=O)C1CCN(C(=O)CSc2ccc(Br)cc2)CC1,-1.0,-4.1,1.7,-1.0,0.4,0.9,1.8,-8.0,-5.3,1.4
CCc1nc2c(OCCC3CCCCC3)cccn2c1N(C)C(=O)c1ccco1,1.4,-0.4,-0.2,-0.6,·,6.6,0.7,0.1,-4.2,-0.6
O=C(N/C(=C\c1ccccc1)C(=O)N1CCOCC1)c1ccccc1Br,12.9,6.3,-3.0,-0.4,6.2,-1.3,2.0,-3.5,-4.4,5.4
C=CCNC(=S)NCc1ccccc1OC,2.3,0.6,-1.0,0.3,-6.5,-2.4,-0.6,0.6,0.0,-3.8
O=C(CN1N=C(c2ccccc2)CCC1=O)NCc1cccs1,-3.5,4.5,5.2,4.6,4.6,-2.9,0.1,-4.0,-0.9,-1.0
CC(=O)C1=C(O)C(=O)N(c2ccc(S(=O)(=O)Nc3nccs3)cc2)C1c1ccc(F)cc1 (centres undefined),-2.3,-5.0,-1.5,0.0,0.3,5.8,3.4,3.0,-3.2,6.3
O=C(c1ccco1)N1CCN(Cc2c(Cl)cccc2Cl)CC1,3.9,-1.8,4.1,-0.5,-5.9,2.7,4.4,-6.2,6.3,-0.6
C/C(CC1CC(C)(C)OC1=O)=N\NC(N)=S (centres undefined),2.1,5.7,-2.2,0.6,·,-1.1,2.0,-1.6,-14.4,-1.2
CCOC(=O)/C(=N\Nc1ccccc1Cl)N(C)C1CCS(=O)(=O)C1 (centres undefined),-1.0,-3.2,-5.4,23.3*,5.7,-4.0,-4.0,-3.1,-1.0,-2.5
c1ccc2oc(NC3=NCN(C4CCCCC4)CN3)nc2c1,2.9,4.2,-0.3,-2.2,·,-0.7,-6.4,8.4,-8.8,5.8
Clc1ccc(/C=N/Nc2nc(Cl)nc3ccccc23)cc1,2.5,0.4,-0.7,1.1,-6.4,-0.3,-2.1,13.0,-2.5,0.7
O=C(COc1ccc(Cl)c2cccnc12)N1CCOCC1,-0.8,-1.1,-5.0,1.7,6.0,-3.6,0.1,0.1,-2.3,-0.9
CC1(C)CC(=O)C2=C(C1)OC(N)=C(C#N)C21C(=O)N(Cc2ccccc2Cl)c2ccccc21 (centres undefined),-3.7,-1.4,-1.2,2.3,-0.9,1.7,0.1,-0.8,0.9,-2.7
Cc1ccc(NS(=O)(=O)c2ccc(C(=O)NNC(=O)c3ccccc3O)cc2)cc1,9.8,1.7,0.5,0.9,-13.6,7.0,0.7,24.4,19.9*,2.7
COc1ccc(S(=O)(=O)NCc2ccccc2)cc1Br,-4.2,3.3,-2.0,3.9,-3.6,0.4,-2.4,0.2,-2.3,-1.5
C[C@H](CO)N1C[C@H](C)[C@@H](CN(C)C(=O)Nc2ccc3c(c2)OCO3)Oc2c(NC(=O)Nc3ccc(C(F)(F)F)cc3)cccc2C1=O,-14.4,-4.9,5.8,5.7,-50.5,-34.6,5.0,24.5,2.9,-3.9
COc1ccc(C(=O)Nc2ccc3nc(N4CCOCC4)sc3c2)cc1OC,4.1,3.2,-0.6,2.8,3.3,5.1,-1.9,-0.3,6.4,-1.7
CCOC(=O)Cn1c(=O)c(-c2cc(Br)ccc2N)nc2ccccc21,-9.2,6.5,-1.2,-1.3,0.2,5.2,-0.2,0.2,-1.0,-4.1
CCC(C)(C)NC(=O)C(c1ccncc1)N(Cc1ccc(C)cc1)C(=O)c1csnn1 (centres undefined),3.5,-5.7,2.9,-1.1,-0.8,-9.2,-2.1,-1.8,7.3,0.2
Cc1ccc(NC(=O)C2CCN(S(=O)(=O)c3ccc4c(c3)OCCCO4)CC2)nc1,-0.2,-1.1,-5.8,33.7*,-5.2,-3.6,5.5,-2.9,2.3,-3.8
CCC(C(=O)NCc1ccco1)n1nc(-c2ccc(OC)cc2)ccc1=O (centres undefined),-4.5,-1.4,6.5,1.4,-4.7,7.9,-2.8,10.9,9.6,5.8
COc1ccc(C(=O)Nc2sc(C)c(-c3ccccc3)c2C#N)cc1OC,-15.6,7.8,1.0,-2.3,-25.5,-32.0,-1.8,6.3,3.5,-0.6
Fc1cnc(N2CCc3ccccc32)nc1N1CCc2ccccc21,-3.4,0.9,1.2,-0.2,5.3,-1.8,1.0,2.2,5.0,-4.0
COc1cc(/C=C/C(=O)O)cc(S(=O)(=O)N(C)CCO)c1OC,-3.8,0.9,3.4,9.6,-3.2,-11.1,6.7,6.6,5.5,0.8
CCOc1ccc(C(=O)CC(Sc2ccc(C)cc2)C(=O)O)cc1 (centres undefined),5.0,-4.8,28.8*,-1.4,-2.5,6.8,-6.4,5.0,4.8,-0.3

# Grouped by structure, those above with a CF3 group.
SMILES,SIAE primary,NPR2 activator,PRMT1 inh,UHRF1 MBD2 ctr,HTRA1 inhibitor,ABHD4 inh,MBD2 inh,rCAG RNA binder,TCR CD3 inh,NPR1 activator
Cn1nc(C(F)(F)F)c(-c2ccc(Br)cc2)c1NC(=O)C1CCC1C(=O)O (centres undefined),3.8,-0.3,-0.8,-2.6,·,-5.5,3.7,2.7,6.0,-2.8
C[C@H](CO)N1C[C@H](C)[C@@H](CN(C)C(=O)Nc2ccc3c(c2)OCO3)Oc2c(NC(=O)Nc3ccc(C(F)(F)F)cc3)cccc2C1=O,-14.4,-4.9,5.8,5.7,-50.5,-34.6,5.0,24.5,2.9,-3.9

# (cont.)
SMILES,SIAE primary,NPR2 activator,PRMT1 inh,UHRF1 MBD2 ctr,HTRA1 inhibitor,ABHD4 inh,MBD2 inh,rCAG RNA binder,TCR CD3 inh,NPR1 activator
CC(C)C[C@@H](CN1CCCC1CN1C(=S)NC[C@@H]1Cc1ccccc1)N1C[C@H](Cc2ccc(O)cc2)N(CCc2ccccc2)C1=S (some centres undefined),-10.4,0.3,-2.8,-2.2,·,-9.8,2.7,17.4,-5.7,3.3
O=C1c2ccccc2NC(c2ccc(-c3cccc(F)c3)o2)N1O (centres undefined),-5.7,-1.1,2.0,-2.4,7.7,0.2,-2.8,6.6,4.6,-2.7
O=C1C(=O)N(Cc2cccs2)c2ccccc21,-1.3,0.2,0.1,-1.4,-8.1,0.5,-1.6,0.7,4.0,-7.3
CN(CC(=O)Nc1ccccc1Sc1ccccc1)Cc1nc2ccccc2c(=O)[nH]1,-5.2,-10.7,-2.6,-0.3,-11.5,0.1,1.1,-1.4,-3.9,-8.5
Cn1nc(C(=O)NCC2COc3ccccc3O2)c2ccccc2c1=O (centres undefined),-5.0,-3.1,4.3,14.9,0.8,4.2,-2.1,0.8,0.8,-1.6
CC1(C)C(=O)OC(c2cc(Br)ccc2O)C(C)(C)C1=O (centres undefined),-2.8,-5.2,0.4,-0.4,-6.2,-18.1,-5.5,2.8,1.0,-1.6
CCOc1cc(CNC2CCCC2)c(Cl)cc1OCC(=O)Nc1ccccc1,-3.4,1.2,0.2,-0.9,-7.5,-1.1,-0.7,-2.2,-2.4,-1.3
FC(F)(F)c1ccncc1-c1nnnn1-c1ccc(Cl)cc1,-1.6,-2.0,5.3,2.3,3.9,-3.7,-1.2,-2.3,-9.2,2.8
CCCCN1C(=O)N(c2ccc(Cl)cc2)C(C)(O)CC1(C)C (centres undefined),-5.1,-3.4,1.2,-0.9,-3.3,1.0,1.2,-6.3,4.0,-1.3
COc1ccc(-c2csc(NC(=S)NC(=O)c3ccco3)n2)cc1Br,-9.1,0.9,-2.7,-1.9,-2.2,-2.5,-0.6,4.2,0.3,-2.8
COC(=O)/C(NC(C)=O)=C(\C)c1ccc(Cl)cc1,-1.6,7.4,1.8,-1.0,3.4,0.7,2.9,-0.1,-2.1,1.4
COc1ccc(N(C(=O)CNC(=O)c2cccs2)C(C(=O)NCC2CCCO2)c2ccccc2)c(OC)c1 (centres undefined),4.1,-2.7,10.9,0.2,2.6,7.8,1.0,1.9,2.1,-6.0
O=C(NCCCn1ccnc1)c1ccc(S(=O)(=O)Nc2ccccc2)cc1,-3.8,-0.7,5.1,-0.9,2.4,2.9,2.4,-2.3,-2.4,0.5
O=C(CNc1ccc(Br)cc1)Nc1ccc(S(=O)(=O)N2CCCC2)cc1,-3.5,0.8,2.7,2.5,-31.5,-3.5,2.5,8.5,-5.4,3.9
